M. tuberculosis GlmU: inhibition of mycobacterial GlmU enzyme – biochemical, glucosamine-1-phosphate acetyltransferase (AID 1376) | 220,000 tested, 0.25% active | Bifunctional protein GlmU (Mycobacterium tuberculosis (strain ATCC 25618 / H37Rv)) | inhibition, %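 (tested at 30 µM in the primary screen)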, or IC50 in µM where a hit was titrated | M. tuberculosis GlmU acetyltransferase enzyme assay; higher % means a stronger effect; in the data active means inhibition above about 13%;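 further: 0% = complete reaction with vehicle and 100% = reaction without substrate; strong numbers were not always called active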
RmlCD inh 1536: M. tuberculosis RmlC/RmlD coupled enzyme inhibitors, primary screen, biochemical, compound mixtures, 384-well, from 1536-well plates; dTDP-4-dehydrorhamnose reductase (Mycobacterium tuberculosis (strain ATCC 25618 / H37Rv)) …; RmlC+RmlD coupled enzyme assay, percent inhibition; primary screen in compound mixtures; inhibition, % at 3.6 µM; 160,000 tested, 0.03% active; in the data active means inhibition mostly above about 34%, no sharp cut-off; further: some results filed as inactive read as strong as hits
Target sequence (P9WH09 whole entry, looked up): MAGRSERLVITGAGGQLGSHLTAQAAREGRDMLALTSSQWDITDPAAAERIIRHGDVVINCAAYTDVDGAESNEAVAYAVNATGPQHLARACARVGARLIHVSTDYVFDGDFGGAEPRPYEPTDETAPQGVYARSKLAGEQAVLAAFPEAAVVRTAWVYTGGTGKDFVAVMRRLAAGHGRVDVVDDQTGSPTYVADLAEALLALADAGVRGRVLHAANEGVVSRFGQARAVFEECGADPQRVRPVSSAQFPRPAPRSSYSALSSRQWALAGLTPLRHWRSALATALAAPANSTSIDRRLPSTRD
Target sequence (P9WH11 whole entry, looked up): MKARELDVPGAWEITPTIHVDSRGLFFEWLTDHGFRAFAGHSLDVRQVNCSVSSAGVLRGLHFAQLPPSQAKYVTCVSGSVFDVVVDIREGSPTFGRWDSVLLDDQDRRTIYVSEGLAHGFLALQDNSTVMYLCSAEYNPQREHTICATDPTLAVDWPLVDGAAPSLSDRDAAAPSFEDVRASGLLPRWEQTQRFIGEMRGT
Active calls of the source: *; . = not tested or not shown. A portion of the library (hit frequency here may not be typical).

nr	SMILES	M. tuberculosis GlmU	RmlCD inh 1536
1	Cc1ccc(-n2c(O)c(C=Nc3ccccc3-c3n[nH]c(=S)[nH]c3=O)c3ccccc3c2=O)c(C)c1	-4.2%	-11
2	COc1ccccc1Cn1c(=S)[nH]c2cc(C(=O)NCCN3CCOCC3)ccc2c1=O	2.4%	.
3	COC(=O)/N=C/c1c(NCc2ccccc2)nc2c(C)cccn2c1=O	-4.9%	-4
4	O=C1NNC(c2ccccc2)=N/C1=C\c1ccc(Cl)cc1	1.7%	27
5	CCc1c(C)sc(NC(=O)c2cc(C)no2)c1C#N	-2.0%	-63
6	COc1ccc(Cc2ccc(OC)c(N)c2)cc1N	3.9%	-1
7	Cc1ccc(C(=O)Nc2cc3c(cc2Cl)OCCCO3)cc1	-0.5%	.
8	O=C(NCc1ccc(F)cc1)C1CCN(S(=O)(=O)N2CCCC2)CC1	-1.4%	1
9	CCCNC(=O)COc1ccccc1[N+](=O)[O-]	1.8%	12
10	CCCc1nnc(NC(=O)c2ccncc2)s1	-1.8%	.
11	COC(=O)CCC(=O)NC(=S)Nc1c(C)cccc1C	-2.7%	1
12	CCC(C)(C)c1ccc(OCC(=O)N(C)C)c(C(C)(C)CC)c1	-1.4%	-11
13	CC(C)(C)NC(=O)Cn1c(SCC(=O)Nc2nccs2)nc2ccccc21	-3.2%	.
14	CSc1nc2cc(F)c(F)cc2n1C	2.2%	.
15	CCOC(=O)c1oc2nc(C(C)C)c3c(c2c1N)CC(C)(C)OC3	6.6%	.
16	O=C(NCc1ccc(F)cc1)C1CCCN(c2nc3ccsc3c(=O)s2)C1 (centres undefined)	2.4%	9
17	C=CCn1c(=N)n(CC(=O)c2ccc(OC)cc2)c2ccccc21	1.3%	8
18	COc1cc(C(c2nnnn2C2CCCC2)N2CCN(C)CC2)cc(OC)c1OC (centres undefined)	7.6%	.
19	CCOC(=O)C1(CC2CCCCO2)CCN(C2CCSCC2)CC1 (centres undefined)	0.8%	-6
20	O=C(Nc1ccccc1Oc1ccccc1)c1cnccn1	-1.2%	.

Remaining list, next part
nr	SMILES	M. tuberculosis GlmU	RmlCD inh 1536
21	O=C(NC(=S)NC(c1ccccc1)c1ccncc1)c1ccccc1 (centres undefined)	-1.6%	-13
22	CCOC(=O)c1cc2c(ccn2-c2ccc(F)cc2)n1CC(=O)NC(C)(C)C	0.5%	7
23	Cc1ccc(CNc2ccc(N3CCOCC3)c(C(=O)O)c2)s1	-2.7%	9
24	Cc1cc(=O)c2c(C)ccc(C)c2[nH]1	-0.1%	.
25	CC(C)CC(=O)Nc1cccc(-c2csc(-c3ccccc3)n2)c1	-0.1%	20
26	CCCCNS(=O)(=O)C1CCS(=O)(=O)C1 (centres undefined)	1.9%	11
27	C=CCn1c(-c2c(C)nc3cc(C)ccn23)n[nH]c1=S	1.0%	.
28	N#CCC(=O)N/N=C/c1cn(Cc2cccc3ccccc23)c2ccccc12	-0.9%	2
29	CC(=O)NC(NC(=S)Nc1cccc(Br)c1)C(Cl)(Cl)Cl (centres undefined)	-0.9%	-5
30	NC(=O)C1=C[C@@H](c2ccccc2)C[C@@H](OCc2ccc(CO)cc2)O1	1.5%	.
31	O=C(N/N=C/c1cccs1)/C(=C/c1ccccc1)NC(=O)c1ccccc1	0.3%	.
32	CC(=O)c1ccc(N(C(=O)Cn2nnc3ccccc32)C(C(=O)NC2CCCCC2)c2cn(C)nc2C)cc1 (centres undefined)	0.4%	.
33	COc1ccc([N+](=O)[O-])cc1Nc1ncnc2ccccc12	-4.3%	-10
34	O=c1nc(N2CCOCC2)nc2n1CCO2	1.5%	.
35	N#C/C(=C(/O)COC(=O)c1ccc2c(c1)OCCO2)c1nc2ccccc2[nH]1	4.5%	.
36	Fc1ccc(-n2cc(CNCCc3cccnc3)c(-c3ccccc3Cl)n2)cc1	-2.6%	0
37	CCCCCC(=O)Nc1nc(C)c(-c2csc(Nc3cc(Cl)ccc3C)n2)s1	1.8%	6
38	COc1ccc(S(=O)(=O)N2CCn3c2nc2ccccc23)cc1	-3.2%	5
39	CCOc1ccccc1CNCc1ccc(C(=O)O)cc1	1.5%	12
40	Cc1ccc(N(Cc2cc3ccc(C)cc3[nH]c2=O)C(=O)c2ccco2)c(C)c1	0.8%	2

2 of the compounds above, field by field:
23) Cc1ccc(CNc2ccc(N3CCOCC3)c(C(=O)O)c2)s1
  M. tuberculosis GlmU: -2.7%
  RmlCD inh 1536: 9

24) Cc1cc(=O)c2c(C)ccc(C)c2[nH]1
  M. tuberculosis GlmU: -0.1%
  RmlCD inh 1536: .

(list continues)
nr	SMILES	M. tuberculosis GlmU	RmlCD inh 1536
41	CCn1ncc([N+](=O)[O-])c1C(=O)Nc1cc(C)on1	-0.4%	.
42	O=c1[nH]c(CN2CCN(c3ccc(F)cc3)CC2)nc2ccccc12	3.3%	.
43	C=C(C)C1Cc2c(C)nn(-c3cccc4ccccc34)c2C1 (centres undefined)	-8.3%	-9
44	CC1CCC2(CC1)NC(CO)(CO)CO2 (centres undefined)	-1.5%	.
45	CC(C)C1CC(c2csc(N)n2)CCO1 (centres undefined)	1.8%	.
46	COc1ccc(N(CC(=O)N2CCCCC2)S(=O)(=O)c2c(C)nn(C)c2C)cc1	2.3%	11
47	CCCCC[C@H](O)/C=C/[C@@H]1[C@@H](C/C=C\CCCC(=O)OC)[C@@H](O)C[C@H]1O	-1.2%	.
48	COc1cc(Cn2c(C(=O)O)cc3sccc32)cc(OC)c1OC	-3.2%	-7
49	COC/C=C/C1=CC2=CC(=O)C(C)(OC(=O)c3cnc4ccccc4n3)C(=O)C2=CN1Cc1ccccc1 (centres undefined)	1.4%	-10
50	COc1ccc(OC)c(NC(=O)C2COc3ccccc3O2)c1 (centres undefined)	-3.9%	.
51	Cc1cc2nccc(-c3ccco3)n2n1	14%*	-1
52	CCOCc1cc(=O)[nH]c(SC)n1	-0.8%	-6
53	Cc1c(NC(=O)C(C)OC(=O)c2cc3c4ccccc4n(C)c3s2)c(=O)n(-c2ccccc2)n1C (centres undefined)	4.0%	-1
54	CCC(C)[C@H](N)c1cn([C@@H](Cc2cc3ccccc3[nH]2)C(=O)N2CCNCC2)nn1 (some centres undefined)	1.9%	.
55	CC(=O)Nc1ccc(S(=O)(=O)Oc2cccc(N3C(=O)C4CC=CCC4C3=O)c2)cc1 (centres undefined)	2.2%	.
56	COc1ccc(CN(C)CC(=O)Nc2ccc(Cl)cc2C(F)(F)F)c(OC)c1	1.5%	.
57	CCCCCCCCCOC1OC(CO)C(O)C(O)C1NC(C)=O (centres undefined)	1.7%	.
58	CCOC(=O)C1CCN(C(=O)/C(C)=C\c2ccccc2)CC1	-4.3%	51
59	CC1(C)NC(=O)N(CCCCOc2cccc(C(F)(F)F)c2)C1=O	-0.2%	8
60	Cc1nc2cc(NC(=O)COc3ccccc3C#N)ccc2n1-c1ccccc1	-3.7%	20

More records
nr	SMILES	M. tuberculosis GlmU	RmlCD inh 1536
61	Cc1cc2nnn(-c3nnc(-c4ccccc4)c4ccccc34)c2cc1C	3.5%	7
62	O=C(/C=C/c1ccccc1Cl)NC(=S)Nc1ccccc1C(=O)NC1CCCCC1	2.6%	10
63	O=C(C#Cc1cccc([N+](=O)[O-])c1)c1ccccc1	2.4%	-12
64	O=S(=O)(c1ccccc1C(F)(F)F)N1CCC(n2cnc3ccccc32)CC1	-3.7%	-1
65	N#CC(C(=O)C1CCCCC1)c1nc2ccccc2[nH]1 (centres undefined)	0.2%	-13
66	CC(C)(C)C(=O)Cn1nc(Cl)nc1Cl	3.4%	-14
67	O=C(NC1CC1)C1=C[C@H](c2csc3ccccc23)C[C@H](OCCCCO)O1	3.8%	.
68	CC(C)C(=O)NC(C)C(c1cccs1)N1CCN(C)CC1 (centres undefined)	2.5%	19
69	CSCC[C@H](NC(=O)OC(C)(C)C)C(=O)N/N=C/c1cccc2nccnc12	-7.3%	37
70	CCCN1CN(Cc2ccccc2)CC2=C1CC(C)(C)CC2=O	1.7%	-7
71	CCCn1c(C)cc(-c2csc(N)n2)c1C	-0.7%	.
72	Cc1oc2c(CN3CCCC3)c(O)ccc2c(=O)c1Oc1ccccc1Br	-0.6%	9
73	Cc1ccc(-c2n[nH]c(=O)c3ccccc23)cc1S(=O)(=O)Nc1ccccc1	1.0%	-2
74	O=C1CCCC(O)=C1C1C2=C(CCCC2=O)OC2=C1C(=O)CCC2	2.5%	-8
75	O=C(Nc1ccc(Cl)cc1)Nc1cccc(C(=O)O)c1	9.7%	2
76	O=C(O)C1=C[C@@H](c2coc3ccccc3c2=O)C[C@@H](OCCCCO)O1	2.0%	.
77	CCOC(=O)C1=C(C)NC(=O)NC1c1ccc(NC(C)=O)cc1 (centres undefined)	-1.5%	19
78	COC(=O)c1sccc1NC(=O)c1ccc(C)o1	1.1%	1
79	COc1ccc(-c2nc(CSCC(=O)N3CCN(C)CC3)c(C)o2)cc1OC	3.3%	.
80	Clc1ccccc1CSc1nnc(-c2cccnc2)n1Cc1ccco1	-2.9%	.

Continuation:
nr	SMILES	M. tuberculosis GlmU	RmlCD inh 1536
81	O=C(NNc1ccc(Cl)nn1)c1ccc(Cl)cc1	-4.8%	.
82	CCCCn1c(C)nc2c(=O)n(C)c(=O)[nH]c21	3.9%	-6
83	Cc1c(NS(=O)(=O)c2ccc(NCCN3CCOCC3)c([N+](=O)[O-])c2)c(=O)n(-c2ccccc2)n1C	0.9%	-7
84	CC1(C)N=C(SCC(=O)Nc2ccc(Cl)cc2)C(c2ccc(Cl)cc2)=N1	-4.8%	0
85	COc1ccc(C2CC(=O)C(C=NCCN3CCN(C(C)=O)CC3)=C(O)C2)cc1OC (centres undefined)	1.0%	.
86	O=S(=O)(c1ccc(F)cc1)N1CCn2c(nc3ccccc32)C1	5.0%	2
87	CC(C)(C)C(=O)Nc1nnc(-c2ccccc2)c(-c2ccccc2)n1	8.8%	-9
88	O=C(O)c1ccccc1N/N=C/c1cc(Br)cc(Br)c1O	-4.2%	.
89	O=C(COC(=O)CCc1c[nH]c(=O)[nH]1)Nc1ccccc1Cl	-3.4%	.
90	COc1ccc(-c2cc3cc(C(=O)O)ccn3c2C(=O)c2ccccc2)cc1	5.8%	.
91	O=C(Nc1cccc(F)c1)c1ccco1	-6.3%	-5
92	Cc1c(Cl)cccc1NC(=S)N1CCCN(Cc2ccccc2F)C1	-1.0%	3
93	COC1(OC)N=C(N)C2(C#N)C(c3ccc(F)cc3)C12C#N (centres undefined)	-3.5%	9
94	COc1ccc(Cc2noc(-c3ccc(C)cc3)n2)cc1	3.3%	-8
95	CC1(C)OC(=O)C(=CNC(CO)C(=O)O)C(=O)O1 (centres undefined)	3.4%	-9
96	CCn1c(SC)nnc1C1CCN(S(=O)(=O)c2ccc(OC)cc2)CC1	1.4%	.
97	COc1ccc(N2C(=O)CC(N3CCN(Cc4ccc5c(c4)OCO5)CC3)C2=O)cc1 (centres undefined)	-0.1%	7
98	FC(F)(F)c1ccccc1NC(=S)N1CCCC1	-2.2%	-1
99	COc1ccccc1CN1C[C@@H]2C[C@@H](c3[nH]c4ccc(C)cc4c3C)N3CCC[C@@]23C1=O	-2.5%	-19
100	O=C(Nc1nnc(Cc2ccccc2)s1)c1ccco1	-5.4%	.

Remaining list, next part
nr	SMILES	M. tuberculosis GlmU	RmlCD inh 1536
101	COc1ccc(C)c2sc(N(CCCN(C)C)C(=O)c3ccc(S(=O)(=O)N(C)C)cc3)nc12	-4.1%	-4
102	O=C(CCCSc1nc2ccccc2[nH]1)Nc1nnc(C2CC2)s1	0.7%	0
103	O=[N+]([O-])c1ccc(CN2CCN(Cc3c[nH]c4ccccc34)CC2)cc1	3.5%	19
104	CC(C)Oc1ccc(C(=O)OC(C)C(=O)Nc2nc(-c3cccc([N+](=O)[O-])c3)cs2)cc1 (centres undefined)	-7.2%	10
105	COC(=O)/C=C1\NCCNC1=O	2.1%	13
106	CN(C)CCSc1nc(N)c2c3c(sc2n1)COC(C)(C)C3	0.2%	-5
107	Cc1oc2c(C)c(O)ccc2c(=O)c1-c1ccc2ccccc2n1	-4.3%	3
108	COc1cccc(CNC2CN3CCC2CC3)c1OC (centres undefined)	3.5%	.
109	CCc1nc2cc(Cl)c(Cl)cc2nc1CC	5.1%	-41
110	CCCC(=O)C1C(=O)NC(=O)NC1=O	-6.9%	19
111	CCCN(CCC)CCNC(=O)C1c2ccccc2C(=O)N2CCc3ccccc3C12 (centres undefined)	3.8%	-7
112	CCn1c(NC(=O)c2cccs2)nc2ccccc21	1.2%	.
113	CCc1nc(-c2ccc(OC)c(OC)c2)cc2cc(OC)c(OC)cc12	0.6%	.
114	CCOc1ccc(CCNC(=O)COC(=O)c2cc(OC)c(OC)c(OC)c2)cc1OCC	1.4%	8
115	Cc1ccccc1NC(=O)CSc1nc(N2CCCCC2)nc(N2CCCCC2)n1	2.4%	3
116	COc1cc(NC(=O)c2cc3sccc3n2C)cc(OC)c1	6.7%	.

Compounds above that have a furan ring, fused or not, in the order listed:
nr	SMILES	M. tuberculosis GlmU	RmlCD inh 1536
15	CCOC(=O)c1oc2nc(C(C)C)c3c(c2c1N)CC(C)(C)OC3	6.6%	.
40	Cc1ccc(N(Cc2cc3ccc(C)cc3[nH]c2=O)C(=O)c2ccco2)c(C)c1	0.8%	2
51	Cc1cc2nccc(-c3ccco3)n2n1	14%*	-1
78	COC(=O)c1sccc1NC(=O)c1ccc(C)o1	1.1%	1
80	Clc1ccccc1CSc1nnc(-c2cccnc2)n1Cc1ccco1	-2.9%	.
91	O=C(Nc1cccc(F)c1)c1ccco1	-6.3%	-5
100	O=C(Nc1nnc(Cc2ccccc2)s1)c1ccco1	-5.4%	.
